# From PubChem
# Tau fluor cs – Counterscreen qHTS for Inhibitors of Tau Fibril Formation, Fluorescence Polarization | tau K18 P301L Alexa594 fluorescence, heparin fibrillization | Potency, µM (top dose mostly 57.7 µM), for inactives: at the top dose activity change, negative = decrease | actives 0.93% (n = 280,000) | AID 1463, 2008; note: nearly all actives have a fitted effect of over 55% in size
#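 Human K18 P301L tau (15 uM unlabeled plus 0.24 uM Alexa 594-labeled, final) in 100 mM sodium acetate pH 7 was mixed with compound and 20 uM heparin and incubated 6 hr at 37 C.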
# Tau ThT inhib – qHTS for Inhibitors of Tau Fibril Formation, Thioflavin T Binding; Microtubule-associated protein tau (Homo sapiens), P10636; actives 2.1% (n = 270,000); Potency, µM (top dose mostly 57.4 µM), for inactives: at the highest dose activity, negative = inhibition, usual class: inhibitors; AID 1460, 2008; recombinant tau K18 P301L (four-repeat tau fragment), heparin-induced fibrillization, ThT fluorescence; note: nearly all actives have a fitted effect of over 55% in size
# Target sequence (P10636 561-689 P618L limits assumed): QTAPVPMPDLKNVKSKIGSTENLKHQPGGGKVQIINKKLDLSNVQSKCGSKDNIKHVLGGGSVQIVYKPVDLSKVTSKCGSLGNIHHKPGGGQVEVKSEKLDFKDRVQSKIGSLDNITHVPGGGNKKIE
#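 K18 P301L tau (15 uM + 0.24 uM Alexa 594-tagged), heparin 20 uM, NaOAc pH 7, 6 h 37 C; ThT 30 uM, 1 h RT, ex 450/em 510 nm.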
# TRb SRC2 PPI – qHTS for Inhibitors of the Interaction of Thyroid Hormone Receptor and Steroid Receptor Coregulator 2; Thyroid hormone receptor beta (Homo sapiens), P10828; TRbeta-SRC2 peptide binding, fluorescence polarization; receptor liganded with 1 µM T3; Potency, µM (titrated, usually from 106 µM), for inactives: top-dose activity change, negative = inhibition, actives largely listed as inhibitors; actives 0.065% (n = 280,000);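 note: plate controls were bound peptide for no effect and peptide without receptor for full effect; nearly all actives have a fitted effect of over 50% in size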
#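 Quantitative HTS by FP: 0.6 uM TRb LBD, 20 nM labeled SRC2 20-mer, 1 uM T3, 5% DMSO; 5 hr ambient incubation; % activity per concentration and potencies from concentration series.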
# TexasRed fluor – Total Fluorescence Counterscreen for Inhibitors of the Interaction of Thyroid Hormone Receptor and Steroid Receptor Coregulator 2. TRb/SRC2 Texas Red total fluorescence interference. actives 0.29% (n = 280,000). Potency, µM (series often up to 106 µM), inactives show at the top dose fluorescence change, negative = quenching; active = well fitted curve in either direction with a large enough effect; inconclusive = small, poorly fitted or top-dose-only effect
#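 Flags fluorescent or light-absorbing compounds by total fluorescence, S + 2P, at 555 nm excitation and 632 nm emission. Mixture: 20 nM Texas Red SRC2 peptide, 0.6 uM human TRb LBD, 1 uM T3, 5% DMSO; compound exposure 5 h at ambient temperature.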
# Tau FP inhib – qHTS for Inhibitors of Tau Fibril Formation, Fluorescence Polarization | K18 P301L tau heparin fibrillization, Alexa594 FP, 6 h | Potency, µM (top dose mostly 57.7 µM), for the others: at the top dose activity, negative = inhibition, usual class: inhibitors | actives 0.39% (n = 280,000) | AID 1468, 2008; note: nearly all actives have a fitted effect of over 55% in size
#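 K18 P301L tau (15 uM unlabeled/0.24 uM Alexa 594-labeled, final) + compound + heparin 20 uM final; 100 mM NaOAc pH 7; 6 hr 37 C; ThT 30 uM final added, 1 hr RT; FP ex 555/em 632 nm.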
# L3MBTL1 block – qHTS Assay for the Inhibitors of L3MBTL1. Lethal(3)malignant brain tumor-like protein 1 (Homo sapiens), Q9Y468. AlphaScreen L3MBTL1–H3K9me1 peptide binding. Potency, µM (titrated, usually from 57.1 µM), for the others: at the highest dose activity, negative = inhibition, hits mostly inhibitors. actives 0.66% (n = 230,000); note: nearly all actives have a fitted effect of over 60% in size
#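 Read-out is AlphaScreen signal from streptavidin donor and nickel chelate acceptor beads (10 ug/mL final each) bridging L3MBTL1 (50 nM) and biotinylated K9-monomethylated H3(1-15) peptide (75 nM), after 30 min compound exposure at room temperature.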
# ALDH1A1 inh – qHTS Assay for Inhibitors of Aldehyde Dehydrogenase 1 (ALDH1A1) | actives 7.3% (n = 220,000) | Potency, µM (titrated, usually from 75.3 µM), for the others: at the top dose activity, negative = inhibition, hits mostly inhibitors | Aldehyde dehydrogenase 1A1 (Homo sapiens), P00352 | Purified ALDH1A1, NADH fluorescence, propionaldehyde substrate; active = well fitted inhibition curve with a large enough effect, not every such curve was filed as active; inconclusive = small, poorly fitted or top-dose-only effect, or another doubt; inactive = no such curve, though single readings can be large or run the other way;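 note: plate controls were no enzyme wells and a reference inhibitor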
# Target sequence (P00352 whole entry, looked up): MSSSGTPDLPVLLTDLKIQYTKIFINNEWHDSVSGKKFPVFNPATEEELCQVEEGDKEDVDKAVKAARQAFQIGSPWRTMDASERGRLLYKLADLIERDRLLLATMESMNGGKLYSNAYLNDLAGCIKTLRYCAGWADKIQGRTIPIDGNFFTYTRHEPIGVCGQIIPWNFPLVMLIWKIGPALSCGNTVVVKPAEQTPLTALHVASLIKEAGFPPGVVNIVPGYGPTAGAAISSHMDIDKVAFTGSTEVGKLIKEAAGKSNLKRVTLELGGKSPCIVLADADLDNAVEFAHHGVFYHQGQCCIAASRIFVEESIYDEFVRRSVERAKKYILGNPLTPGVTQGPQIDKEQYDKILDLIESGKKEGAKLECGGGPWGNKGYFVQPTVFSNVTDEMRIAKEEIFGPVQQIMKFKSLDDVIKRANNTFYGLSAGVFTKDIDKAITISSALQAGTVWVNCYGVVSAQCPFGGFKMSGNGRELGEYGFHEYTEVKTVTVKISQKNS
# GLA spleen mod – qHTS Assay for Inhibitors and Activators of Human alpha-Galactosidase From Spleen Homogenate; actives 0.008% (n = 240,000); Alpha-galactosidase A (Homo sapiens), P06280; Potency, µM (highest dose often 80 µM), without a hit: at the highest dose activity change, negative = inhibition, most hits filed as inhibitors; human spleen homogenate, 4MU-alpha-Gal fluorescence, 40 min;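 note: 0% = enzyme with vehicle and -100% = no enzyme basal signal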
# Target sequence (P06280 32-429 limits assumed): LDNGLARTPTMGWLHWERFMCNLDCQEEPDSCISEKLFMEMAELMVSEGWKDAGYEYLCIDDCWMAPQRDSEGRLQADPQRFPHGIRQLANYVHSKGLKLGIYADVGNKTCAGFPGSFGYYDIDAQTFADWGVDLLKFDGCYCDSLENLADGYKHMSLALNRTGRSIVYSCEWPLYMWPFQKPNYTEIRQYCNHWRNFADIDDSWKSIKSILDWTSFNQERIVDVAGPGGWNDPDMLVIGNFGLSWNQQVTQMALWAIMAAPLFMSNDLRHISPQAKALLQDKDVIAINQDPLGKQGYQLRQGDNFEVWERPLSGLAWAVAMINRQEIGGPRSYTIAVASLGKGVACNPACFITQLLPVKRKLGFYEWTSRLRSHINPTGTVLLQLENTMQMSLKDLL
#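 Spleen homogenate 1 ug + cpd (titration) + 4-MU-alpha-D-galactopyranoside 1 mM; 37C 40 min; 50 mM citrate/phosphate pH 5.0, 0.01% Tween-20; stop pH 10; fluorescence 365/440; AC50 via Hill.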
# Starred values were filed as active, the others as inactive; u = inconclusive; x = not tested or not shown; & = joins results of further samples; [ ] = remark or other dose. Unless noted, calls come from the whole dose curve; as a rule, active = well fitted curve in the direction sought with a large enough effect; inconclusive = small, poorly fitted or top-dose-only effect, or another doubt; inactive = no such curve, though single readings can be large; an effect the other way counts as inactive or inconclusive. Unless noted, % is set by controls: 0 for no effect and ±100 for the full control effect; potency is the fitted concentration of half-maximal effect.
SMILES,Tau fluor cs,Tau ThT inhib,TRb SRC2 PPI,TexasRed fluor,Tau FP inhib,L3MBTL1 block,ALDH1A1 inh,GLA spleen mod
O=C(NC1CCN(Cc2ccccc2)C1)c1cc(COc2ccc(F)cc2F)on1 (stereo not given),-16%,-14%,-9%,-7%,4%,25%,u,-5%
O=C(Cn1nc(-c2ccccc2F)ccc1=O)NCc1ccc2c(c1)OCO2,-3%,3%,-1%,-3%,-5%,6%,u,1%
COc1ccc(N2CCN(C(=O)c3ccc(NS(=O)(=O)c4ccc(F)c(F)c4)cc3)CC2)cc1,u,u,-25%,-1%,16%,-1%,1%,16%
COc1ccc2c(C)cc3n[nH]c(=S)n3c2c1,-22%,u,-3%,0%,5%,-1%,u,6%
N#C/C(=C\C=C\c1ccccc1[N+](=O)[O-])C(=O)NC1CCCCC1,-24%,u,u,-2%,0%,-6%,25µM*,-1%
CC(C)(C)OC(=O)[C@H](Cc1ccccc1)NC(=O)c1nc[nH]c1C(=O)N[C@@H](Cc1ccccc1)C(=O)OC(C)(C)C,-19%,-6%,6%,1%,u,x,x,0%
Cn1cccc1/C=N/NC(=O)c1ccc(OC(F)(F)C(F)F)cc1,-15%,u,0%,-3%,8%,-17%,u,-4%
Cc1cc(C)n(CC(=O)N2c3ccccc3Sc3ccc(C(F)(F)F)cc32)n1,-15%,-14%,-4%,1%,7%,-2%,7%,0%
COc1ccc(NC(=O)C(=O)NCCC2=CCCCC2)c(OC)c1,5%,1%,9%,2%,-7%,11%,15%,-8%
O=C(NCCN=C1NS(=O)(=O)c2ccccc21)c1ccc(S(=O)(=O)N2CCOCC2)cc1,11%,15%,-7%,-3%,-2%,x,7%,-1%
Cc1cccc(-n2ncc3c(NCCCn4ccnc4)ncnc32)c1,-4%,6%,-6%,-2%,1%,-10%,u,3%
Cc1ccccc1-c1nc(CS(=O)(=O)CC(=O)NCc2ccccc2)c(C)o1,-7%,u,6%,-1%,1%,2%,-10%,0%
COc1ccc(NC(=O)COC(=O)Cc2c[nH]c3ccccc23)cc1OC,-13%,-13%,4%,-6%,1%,0%,1%,6%
CC1(C)Cc2c(C#N)c(SCC(=O)c3ccccc3)nc(N3CCOCC3)c2CO1,-14%,-11%,6%,-4%,6%,-5%,-40%,15%
CCOc1ccccc1CN1CCN(Cc2ccc(C)o2)C(CCO)C1 (stereo not given),-13%,-16%,-1%,-3%,-3%,-4%,-4%,-2%
O=C(NCc1ccco1)c1cc(-c2cccs2)nc2ccccc12,-25%,-4%,2%,u,-9%,-1%,u,u
COc1ccccc1-n1c(=O)c2c3c(sc2n(C)c1=O)CN(C(C)=O)CC3,5%,4%,1%,-1%,-1%,x,x,x
CCOc1ccc(-c2nnc(SCC(=O)Nc3cccc(Cl)c3C)o2)cc1,-25%,4%,-3%,-2%,u,x,x,x
CCOC(=O)Cc1csc(NC(=S)NC(=O)c2ccccc2Br)n1,8%,4%,2%,0%,-1%,-3%,-1%,-2%
O=C(NC1CCCCC1)c1ccc(S(=O)(=O)NCc2cccnc2)cc1,5%,3%,7%,-6%,10%,3%,1%,-5%
Cn1nc(-c2ccccc2)cc1NS(=O)(=O)c1ccccc1,-9%,-3%,8%,-2%,1%,1%,x,-16%
COCCNC(=O)CN1CCC(NC(=O)Nc2ccccc2)CC1,3%,3%,3%,-5%,-7%,4%,7%,-9%
COc1ccc(C(=O)C2CCCN(C3Cc4ccccc4C3)C2)c(OC)c1 (stereo not given),13%,6%,-4%,0%,7%[2.34 µM],-1%,-6%,7%
O=C(NCCNc1ccc([N+](=O)[O-])cc1)c1ccco1,-4%,u,2%,0%,1%,2%,0%,1%
O=C(c1ccc(CN2CCc3ccccc3C2)cc1)N1CCCCC1,-3%,-9%,-2%,-3%,2%,-4%,u,-15%
COc1ccc2cnn(-c3ccccc3)c(=O)c2c1OC,-1%,-9%,-18%,-2%,-6%,-15%,-14%,-3%
CCOC(=O)CS(=O)(=O)c1ccc2ccccc2c1,-4%,-8%,5%,-4%,-1%,-5%[11.4 µM],-13%,-4%
CC(=O)N1CCC(N(CCN2CCOCC2)C(=S)Nc2cccc(C)c2)CC1,1%,-1%,-3%,1%,6%,3%,u,6%
CN1CCN(S(=O)C23CC4CC(CC(C4)C2)C3)CC1 (stereo not given),1%,-1%,-15%,7%,1%,2%,-5%,2%
Oc1ccc(Nc2nc(-c3ccc(Cl)cc3)cs2)cc1,7.9µM*[quencher],4µM*,-1%&-2%,-23%&-7%,u,x,6%,6%&10%
CN(CCO)C1=CC(=O)CC(C)(C)C1,-1%,-8%,8%,2%,-4%,4%,2%,4%
COc1cccc2c1OCC(CN1CCN(C3CCCCC3)C(CCO)C1)=C2 (stereo not given),8%,5%,-5%,-3%,0%,-4%,-1%,10%
O=C(Cc1ncon1)Nc1ccc(F)c(F)c1F,-11%,-13%,-2%,-1%,0%,55%[activator],3%,-6%
COc1ccc(NC(=O)Cn2nnnc2-c2ccccc2F)c(C)c1,5%,0%,6%,-2%,-6%,x,x,x
S=C(NCCSCc1ccc(Cl)cc1Cl)Nc1ccccc1,u,-15%,-2%,3%,u,3%,-3%,-2%
COc1ccc(NC(=O)c2ccsc2NC(C)=O)cc1,-10%,-13%,-4%,-3%,2%,-1%,-1%,4%

# Reformatted with values under each structure: two of the compounds above
# The line under a structure holds: Tau fluor cs	Tau ThT inhib	TRb SRC2 PPI	TexasRed fluor	Tau FP inhib	L3MBTL1 block	ALDH1A1 inh	GLA spleen mod
Cc1ccccc1-c1nc(CS(=O)(=O)CC(=O)NCc2ccccc2)c(C)o1
    -7%	u	6%	-1%	1%	2%	-10%	0%
COc1ccc2c(C)cc3n[nH]c(=S)n3c2c1
    -22%	u	-3%	0%	5%	-1%	u	6%

# Structures above that contain a Cl atom (three):
SMILES,Tau fluor cs,Tau ThT inhib,TRb SRC2 PPI,TexasRed fluor,Tau FP inhib,L3MBTL1 block,ALDH1A1 inh,GLA spleen mod
CCOc1ccc(-c2nnc(SCC(=O)Nc3cccc(Cl)c3C)o2)cc1,-25%,4%,-3%,-2%,u,x,x,x
Oc1ccc(Nc2nc(-c3ccc(Cl)cc3)cs2)cc1,7.9µM*[quencher],4µM*,-1%&-2%,-23%&-7%,u,x,6%,6%&10%
S=C(NCCSCc1ccc(Cl)cc1Cl)Nc1ccccc1,u,-15%,-2%,3%,u,3%,-3%,-2%

# (continued)
SMILES,Tau fluor cs,Tau ThT inhib,TRb SRC2 PPI,TexasRed fluor,Tau FP inhib,L3MBTL1 block,ALDH1A1 inh,GLA spleen mod
CCCCCCCC(=O)NN1CCOCC1,3%,-4%,3%,1%,0%,8%,0%,2%
Cc1oc2ccc(O)c(CN3CCOCC3)c2c1C(=O)Nc1cccc(C(F)(F)F)c1,-30%,-12%,-9%,-57%,3%,x,x,x
O=C1CCCN1c1ccc(S(=O)(=O)Nc2ccc3c(c2)OCCO3)cc1,1%,-9%,-6%,2%,2%,5%,-7%,-8%
COc1ccc(NC(=O)CN2CCC(C)CC2)c([N+](=O)[O-])c1,-2%,-3%,-3%,-7%,2%,-8%,u,-11%
COc1ccc(C2CC(c3cccs3)=NN2C(=O)CSc2nc3c(cnn3-c3ccccc3)c(=O)[nH]2)cc1 (stereo not given),-2%,4%,-1%,-1%,2%,0%,u,-2%
O=C(Cc1ccc(F)cc1)N/N=C/c1ccncc1,-1%,-7%,0%,-4%,5%,5%,6%,-1%
COC(=O)Cc1ccc(NC(=S)Nc2ccccn2)cc1,-6%,-4%,-3%,-2%,5%,-8%,-7%,7%
CCc1ccc(-n2c(SCc3ccccc3Cl)nc3[nH]ncc3c2=O)cc1,-28%,-10%,-25%,u,-12%,x,x,x
Cc1cccc(C)c1OCC(O)CNC(C)(C)C (stereo not given),2%,-1%,-1%,0%,-1%,5%,-7%,1%
Fc1ccccc1N1CCN(CC2CC3C=CC2C3)CC1 (stereo not given),-10%,-13%,3%,0%,-6%,x,-8%,0%
CN1CCN(S(=O)(=O)c2ccc(-c3noc(C4CCN(S(C)(=O)=O)CC4)n3)cc2)CC1,3%,2%,-9%,-1%,1%,x,3%,7%
COc1ccc(OC)c(NC(=O)c2cnc(Nc3ccccc3OC)c3ccccc23)c1,u,-11%,0%,0%,-3%,44%[activator],u,13%
COC(=O)c1cc(NS(=O)(=O)c2ccc(N3CCCCC3)c([N+](=O)[O-])c2)cc(C(=O)OC)c1,u,u,-7%,-1%,u,-22%,u,2%
O=C(NN1CCCCC1)c1cccc(COc2ccc(Cl)cc2)c1,-9%,-6%,-2%,-1%,8%,-3%,4%,3%
Cc1ccc(C(=O)COC(=O)CCN2C(=O)C3C4CC(C(Br)C4Br)C3C2=O)cc1 (stereo not given),-8%,0%,1%,0%,2%,10%,u,2%
CC1CCN(C(=O)c2cc3nc(C4CC4)cc(C(F)(F)F)n3n2)CC1,2%,-6%,-2%,-4%,7%,-19%,3%,2%
CCCc1nn(C)c(C(=O)Nc2ccc(C)c(C)c2)c1Cl,-15%,u,3%,-2%,1%,19%,u,1%
Cc1ccc(Cn2cc(/C=N/NC(=O)Cc3nnc(NC(=O)c4ccc(C)cc4)s3)c3ccccc32)cc1,-15%,-8%,7%,0%,2%,x,-4%,-7%
COc1ccc(C)cc1C(=O)CCC(=O)NC1CCCCC1,5%,4%,1%,2%,5%,20%,-5%,1%
O=C(CN1C(=O)c2cccc3cccc1c23)Nc1ccc2c(c1)OCO2,-21%,-16%,-6%,1%,-1%,-5%,2%,9%
CC(=O)Nc1ccc(S(=O)(=O)NCCC(=O)OCCN2C(=O)c3ccccc3C2=O)cc1,4%,-3%,2%,-4%,3%,-2%,-2%,11%
COc1ccc(-c2nc3c(c(SCC(=O)Nc4cccc(O)c4)n2)Cc2c(CO)cnc(C)c2O3)cc1,-20%,u,1%,-3%,u,x,x,x
